Source: PubChem BioAssay
TLR4 MyD88 comp – blocks binding of human TLR4 to MyD88; O00206+Q99836; HeLa CL3-4 TLR4/MyD88 BLA complementation, FRET ratio; inhibition, % at 8.4 µM; 200,000 compounds, 0.18% hits; in the data active = inhibition above about 25%;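 note: 0% = vehicle and 100% = reference inhibitor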
SRC2 TRFRET art – counter-screen for PPARgamma SRC-2 recruitment agonists: TR-FRET artefact; hits give high values; TR-FRET ratio at 8 µM; 200,000 compounds, 0.4% hits; AID 1049; in the data active = TR-FRET ratio above about 2000; note: inactives centre near 1500
DTT redox prof – compounds producing H2O2 with reducing agent – biochemical, NIH compound library profiling, artefact control for MLSCN library redox annotation, primary screen | 200,000 compounds, 0.03% hits | activation, % at 10 µM | DTT-dependent redox cycling H2O2, phenol red/HRP absorbance; 100% = 100 µM peroxide control, 0% = buffer;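 active = activation of at least 50% relative to the plate's high and low controls in the primary single-dose screen; inactive = activation below 50%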;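 note: compound incubated with DTT at 0.8 mM final as the reducing agent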
bIAP inh – intestinal alkaline phosphatase (bovine) inhibition. purified bovine IAP, CDP-star luminescence, 30 min. inhibition, % at 20 µM. 190,000 tested, under 10 active;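 active = over 50% inhibition of intestinal alkaline phosphatase at 20 µM in the single-dose screen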
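test system = bovine IAP enzyme | medium = DEA buffer 100 mM, pH 9.8, with MgCl2 1.0 mM, ZnCl2 0.02 mM | detection = luminescence | dosing = single compound dose of 20 µM, 2% DMSO final | incubation = 30 min reaction at room temperature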
bIAP act – intestinal alkaline phosphatase (bovine) activation. AID 1016. activation factor at 20 µM. 200,000 compounds, 0.17% hits. purified bovine IAP, CDP-star luminescence, 30 min; hits give high values; fold of DMSO-control signal, blank-subtracted;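 active = activation factor of 2 or more at 20 µM, a signal rise over negative controls twice the positive control's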
PPARg SRC1 recr – agonists of human PPARgamma SRC-1 coactivator recruitment; P37231; PPARgamma-SRC-1 coactivator recruitment biochemical assay; activation, % at 8 µM; 200,000 compounds, 0.41% hits; AID 631; in the data active = activation above about 19%;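 note: 0% = DMSO and 100% = reference agonist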
PPARg SRC-2 ag – agonists of SRC-2 recruitment by human PPARgamma; AID 1032; P37231; PPARgamma LBD-SRC-2 recruitment, biochemical; 200,000 compounds, 0.34% hits; activation, % at 8 µM; in the data active = activation above about 22%;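 note: 0% = vehicle and 100% = reference agonist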
PPARg SRC3 recr – agonists of human PPARgamma SRC-3 coactivator recruitment; activation, % at 8 µM; AID 731; biochemical PPARgamma/SRC-3 coactivator recruitment assay; P37231; 200,000 compounds, 0.26% hits; in the data active = activation above about 23%;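 note: 0% = DMSO and 100% = reference agonist; some compounds past the cut are filed as inactive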
L major viab – reduces viability of Leishmania major promastigotes; resazurin fluorescence viability; inhibition, % at 10 µM; 200,000 compounds, 9% hits; AID 1063; in the data active = inhibition above about 50%;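 note: promastigotes grown with compound for 44 hours at 28 °C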
S1P3 antag – blocks the human S1P3 receptor. AID 485. inhibition, % at 4.98 µM. 170,000 compounds, 0.27% hits. CHO S1P3 NFAT-BLA reporter, FRET fluorescence, antagonist mode. Q99500;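 active = inhibition above the plate cutoff, the mean inhibition of test wells on that plate plus 3 SD, cut at about 28% in these data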;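 note: cells challenged with S1P at its EC80 of 0.8 µM; blue over green emission ratio from cleaved BLA substrate after 4 h stimulation; 0% = S1P-stimulated wells and 100% = unstimulated DMSO-only wells; some compounds past the cut are filed as inactive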
Target sequence (Q99500 whole entry, looked up): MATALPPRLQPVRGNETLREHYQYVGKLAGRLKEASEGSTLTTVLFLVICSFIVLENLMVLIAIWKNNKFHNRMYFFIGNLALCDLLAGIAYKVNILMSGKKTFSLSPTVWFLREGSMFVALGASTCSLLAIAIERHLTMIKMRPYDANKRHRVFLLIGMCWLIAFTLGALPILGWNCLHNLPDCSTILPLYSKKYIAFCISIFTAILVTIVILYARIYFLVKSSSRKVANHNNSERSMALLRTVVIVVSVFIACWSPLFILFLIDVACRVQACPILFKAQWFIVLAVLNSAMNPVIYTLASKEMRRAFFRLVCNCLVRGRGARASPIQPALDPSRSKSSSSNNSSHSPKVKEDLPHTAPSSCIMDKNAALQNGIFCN
ROMK primary – modulates human ROMK potassium channel activity; P48048; Tet-inducible ROMK, thallium flux fluorescence; actives lie on both sides; B-score at 10 µM; 130,000 compounds, 2% hits;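 active = signal ratio slope over the read window, or its plate-corrected B-score, at least 3 SD from the plate mean, either direction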;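 note: B-score of the F/F0 ratio slope over 7 to 12 s after thallium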
Target sequence (P48048 whole entry, looked up): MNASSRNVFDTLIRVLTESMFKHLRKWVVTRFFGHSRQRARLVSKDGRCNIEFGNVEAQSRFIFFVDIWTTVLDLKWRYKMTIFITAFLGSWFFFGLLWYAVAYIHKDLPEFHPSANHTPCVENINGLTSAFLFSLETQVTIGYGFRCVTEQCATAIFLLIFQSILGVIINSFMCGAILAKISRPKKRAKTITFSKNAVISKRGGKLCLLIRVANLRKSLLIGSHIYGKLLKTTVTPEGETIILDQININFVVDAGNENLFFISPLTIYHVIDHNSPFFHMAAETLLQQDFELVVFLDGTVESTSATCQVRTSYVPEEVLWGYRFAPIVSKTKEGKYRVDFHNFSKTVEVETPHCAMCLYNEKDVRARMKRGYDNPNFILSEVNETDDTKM
* hit, by the source's call; nt = not tested or not shown.

SMILES	TLR4 MyD88 comp	SRC2 TRFRET art	DTT redox prof	bIAP inh	bIAP act	PPARg SRC1 recr	PPARg SRC-2 ag	PPARg SRC3 recr	L major viab	S1P3 antag	ROMK primary
CCOC(=O)N1N=C(c2ccc(C)cc2)CC1(O)C(F)(F)F (stereo not drawn)	0	1571	0.8	-3	1	0	2	10	-9	nt	nt
NC(=O)CN1CCN(c2cccc(Cl)c2)CC1	2	1854	-0.2	9	0.9	0	5	4	-7	-14	0.062
CC(C)Cc1csc(NC(=O)c2ccc(F)cc2)c1C(=O)O	7	1526	0.6	11	0.9	-2	-3	-6	0	-7	nt
CCn1ncc(-c2csc(N)n2)c1C	7	1558	0.0	1	1	-2	-5	4	-5	-3	0.089
CCC(C)NC(=O)CNC(=S)N(Cc1ccccc1F)C1CCCCC1 (stereo not drawn)	-1	1605	-2.2	-16	1.2	0	-2	0	12	1	-1.3
COC(=O)c1ccc(CN(c2ccccn2)S(=O)(=O)c2ccccc2)cc1	-1	1599	0.7	1	1	-4	-2	-12	-4	nt	nt
Cc1cccc(S(=O)(=O)c2c(N)n(/N=C/c3ccccc3)c3nc4ccccc4nc23)c1	10	1584	0.4	16	0.8	-3	6	4	0	nt	0.81
CCN(CC)CC(C)CNC(=O)CN1C(=O)CSc2ccc(S(=O)(=O)N3CCOCC3)cc21 (stereo not drawn)	4	1690	-0.1	6	0.9	0	4	-5	-6	8	0.45
c1ccc(CNn2c(N3CCOCC3)nc3ccccc32)cc1	11	1335	0.0	8	0.9	-4	-15	-19	8	6	-0.72
CC(C)(C)n1nnnc1C(c1ccncc1)N1CCN(C2CCCCC2)CC1 (stereo not drawn)	-2	1614	-0.9	0	1	4	-2	6	1	-9	nt
COc1ccc(NC(=O)Nc2ccccc2C(=O)N2CCCC2)cc1	-2	1485	0.4	8	0.9	4	4	2	-2	18	0.038
O=C(CSc1nnc(-c2ccco2)n1Cc1ccco1)NCc1ccccc1	13	1372	0.0	38	0.6	9	-1	1	0	nt	-1
CCNC(=S)Nc1ccc(Oc2ccccc2)cc1	-5	1701	3.6	nt	nt	8	6	3	11	nt	nt
O=S(=O)(Nc1ccc(O)c(CN2CCCCC2)c1)c1ccccc1	9	1661	2.8	7	0.9	4	4	-10	99*	-7	-1.2
O=C1C=CC(=O)N1c1ccc(N2CCCCC2)cc1	11	1356	-0.7	-3	1	-7	-8	-1	3	-26	0.67
CCc1ccc(NC(=O)CSc2nc3n[nH]c(C)c3c(=N)n2-c2cccc(OC)c2)cc1	3	1519	-3.9	14	0.9	6	3	2	14	nt	nt
COc1ccc(-c2nn(-c3ccccc3C)cc2CNCc2cccnc2)cc1F	7	1551	-0.2	-8	1.1	6	11	5	8	-28	nt
CCN(CC)S(=O)(=O)c1cccc(C(=O)N/N=C/c2ccccn2)c1	8	1636	-0.6	-20	1.2	7	-3	2	7	-15	-0.3
N=C(N)SCc1cn(-c2ccccc2)nc1-c1ccc(Br)cc1	5	1395	-2.0	nt	0.5	-3	-2	2	101*	5	-2.1*
CCOc1cc2nc3c4ccccc4n(C)c3nc2cc1OCC	3	1673	1.4	1	1	3	-6	-2	9	8	-1.1

2 compounds from above, reduced to S1P3 antag.
smiles	S1P3 antag
COc1ccc(NC(=O)Nc2ccccc2C(=O)N2CCCC2)cc1	18
O=S(=O)(Nc1ccc(O)c(CN2CCCCC2)c1)c1ccccc1	-7

Continued.
SMILES	TLR4 MyD88 comp	SRC2 TRFRET art	DTT redox prof	bIAP inh	bIAP act	PPARg SRC1 recr	PPARg SRC-2 ag	PPARg SRC3 recr	L major viab	S1P3 antag	ROMK primary
COC(c1ccccc1)c1nnc(CCC(=O)N(C)CCCC2CCCC2)o1 (stereo not drawn)	-4	1525	-0.5	-8	1.1	-2	-7	-4	-4	13	-0.33
CCN1CCN(CCNC(=O)c2cn(Cc3ccccc3F)nn2)CC1	-14	1237	-0.4	6	0.9	0	4	13	-3	-17	nt
O=C(CN1CCN(c2ccc([N+](=O)[O-])cc2)CC1)Nc1nccs1	2	1672	-0.1	-8	1.1	1	10	-1	-5	-9	-1.1
CCN(CC)C(=O)N(CC)Cc1ccccc1	-1	1475	-0.6	-2	1	0	-6	2	1	-22	0.94
COc1ccccc1NC(=O)COc1ccc(/C=N/n2cnnc2)cc1OC	-9	1612	1.1	4	1	4	2	-4	3	28	nt
CNCCCNC(=O)c1ccc(/C=N/O)nc1	-19	1503	-0.3	-2	1	-16	-12	-3	3	1	0.61
Cc1ccc([N+](=O)[O-])cc1NC1CC(O)C(CO)O1 (stereo not drawn)	-9	1580	-0.6	24	0.8	-2	5	3	-3	2	-0.32
CCn1cc(C(=O)NCCc2ccccc2)c(=O)c2cc(F)c(N3CCN(C)CC3)cc21	13	1454	0.5	-15	1.1	-12	-8	5	97*	nt	-1.1
CCn1c(SCc2ccccc2)nnc1C1CCCCC1	-7	1667	0.6	-10	1.1	4	3	-4	-4	-12	nt
Cn1c(=O)c2cc(S(=O)(=O)NC(C(=O)Nc3cccc(F)c3)c3ccccc3)ccc2n(C)c1=O (stereo not drawn)	-4	1557	-0.8	-9	1.1	-1	-6	-3	41	nt	nt
O=C1NCCN1C(=O)N(c1ccccc1)c1ccccc1	-5	1587	3.5	-7	1.1	-5	-3	-7	-7	0	-0.055
COc1ccccc1NC(=O)CSc1nnc(-c2ccco2)o1	-3	1449	-1.2	-7	1.1	6	-1	3	-1	-13	1
CCCOc1ccc(NC(=O)C2CC(=O)N(C(C)C)C2)cc1 (stereo not drawn)	-2	1268	2.1	0	1	-3	-3	-5	1	-6	-0.93
O=C(COC(=O)C1CCN(S(=O)(=O)c2ccc3c(c2)OCCO3)CC1)Nc1ccc(C(F)(F)F)cc1	4	1524	0.1	14	0.9	5	2	2	-7	0	nt
CCOc1ccc(N(CC(=O)NCc2ccccc2)S(C)(=O)=O)cc1	-9	1578	-0.8	-2	1	1	9	-5	-3	-55	nt
CCCc1nc(NC2CCCCC2)c(C#N)c2c1COC(C)(C)C2	-9	1555	-0.3	11	0.9	2	-4	6	7	nt	0.089
CSc1ccc(/C=N/n2c(C)nnc2C)cc1	-5	1427	0.2	-32	1.3	1	-2	-1	-5	-14	0.052
COc1ccc(/C=N/NC(=O)c2nc(Cl)c(Cl)c(N)c2Cl)cc1COc1ccc(F)cc1F	-17	1727	-4.6	8	0.9	5	20	15	0	nt	nt
Fc1ccc(C(c2nnnn2C2CCCCC2)N2CCCC2)cc1 (stereo not drawn)	7	1507	0.1	-5	1.1	0	2	-4	-2	-1	0.24
COC(=O)c1cc(NS(=O)(=O)c2ccc(N3CCCCCC3)c([N+](=O)[O-])c2)cc(C(=O)OC)c1	-11	1591	-1.4	4	1	3	4	11	30	nt	0.26
O=S(=O)(c1ccc(Cl)cc1Cl)n1ccc2cccnc21	-13	1724	-1.5	-26	1.3	4	1	4	12	2	-0.24
O=C(Nc1nnc(-c2ccccc2)s1)c1ccc(F)cc1	-5	1584	-1.2	-1	1	4	0	2	-4	-14	0.041
CC(=O)OC(Cn1nc(C)cc1C)c1ccccc1 (stereo not drawn)	11	1479	1.6	10	0.9	-6	8	-9	-5	3	nt
Cc1nnc(SCc2ccon2)n1-c1ccccc1	-1	1394	3.0	15	0.8	1	3	5	1	7	nt
CCOC(=O)c1c(-c2ccc(C)o2)csc1N	7	1631	-3.6	-6	1.1	-1	15	14	-5	20	0.37
Cc1ccc(CSc2nnc3ccc(-c4ccncc4)nn23)cc1	-2	1680	-1.7	-7	1.1	-8	-1	3	17	-14	-0.005
COc1ccc(-c2cc(-c3cc(F)ccc3O)[nH]n2)cc1OC	-4	1440	2.0	-16	1.2	-2	-3	3	27	-27	0.28
CCCOc1ccc(-c2cn3ccccc3n2)cc1[N+](=O)[O-]	-14	1522	0.2	-2	1	12	12	3	11	2	nt
CC(=NC1CC1)C1=C(O)c2ccccc2C1=O	-7	1477	0.1	11	0.9	-1	8	4	-6	nt	-0.72
CCN(CC)CCNC(=O)C1c2ccccc2C(=O)N(CCOC)C1c1ccc(F)cc1 (stereo not drawn)	-5	1487	0.1	36	0.6	1	2	2	-6	nt	-0.093

Part of the list above, in CSV form.
Compound,TLR4 MyD88 comp,SRC2 TRFRET art,DTT redox prof,bIAP inh,bIAP act,PPARg SRC1 recr,PPARg SRC-2 ag,PPARg SRC3 recr,L major viab,S1P3 antag,ROMK primary
O=C(CN1CCN(c2ccc([N+](=O)[O-])cc2)CC1)Nc1nccs1,2,1672,-0.1,-8,1.1,1,10,-1,-5,-9,-1.1
COc1ccccc1NC(=O)COc1ccc(/C=N/n2cnnc2)cc1OC,-9,1612,1.1,4,1,4,2,-4,3,28,nt
CC(=O)OC(Cn1nc(C)cc1C)c1ccccc1 (stereo not drawn),11,1479,1.6,10,0.9,-6,8,-9,-5,3,nt

(list continues)
SMILES	TLR4 MyD88 comp	SRC2 TRFRET art	DTT redox prof	bIAP inh	bIAP act	PPARg SRC1 recr	PPARg SRC-2 ag	PPARg SRC3 recr	L major viab	S1P3 antag	ROMK primary
O=C(CNc1ccccc1Cl)N/N=C1\CCCc2ccccc21	4	1605	4.4	17	0.8	6	5	6	-5	-7	0.42
Cc1ccc(C)c(-n2nnnc2SCC(=O)c2c(N)n(C)c(=O)n(C)c2=O)c1	1	1515	-0.2	-10	1.1	12	2	2	-6	-8	0.7
Cc1ccccc1Nc1nc(N)nc(CSc2nnc3sc4ccccc4n23)n1	-15	1555	-3.6	3	1	1	7	5	4	-20	0.26
O=C(CN1C(=O)NC2(CCCCC2)C1=O)Nc1ccc(N2CCOCC2)cc1	9	1832	0.0	-1	1	0	2	0	-3	-6	0.97
O=C(NC(=S)NCCN1CCOCC1)c1ccc(Cl)cc1Cl	0	1428	-4.8	9	0.9	3	9	10	95*	nt	nt
CC(C)c1ccc(C(=O)NCCCc2ccccc2)cc1	-10	1610	-0.1	44	0.6	-10	-1	-12	-3	nt	-0.0055
COc1ccc2nc(N)sc2c1	1	1656	-3.7	9	0.9	13	11	3	-7	nt	nt
CCN1C(=O)/C(=C\C=C\c2ccccc2[N+](=O)[O-])SC1=S	2	1580	0.4	0	1	-3	0	1	-1	-5	0.35
CN1N=C(c2ccc(F)c(F)c2)CSC1=NCc1ccccc1	8	1659	0.2	-7	1.1	1	7	9	-9	-6	-1.5
CC1CCC2(CC1)NC(=O)N(CC(=O)Nc1ccccc1-c1ccccc1)C2=O (stereo not drawn)	-15	1641	-0.6	-8	1.1	9	6	-3	1	-4	-0.26
COc1ccc(-c2cc(C(F)(F)F)n3nc(C(=O)Nc4c(C)n(C)n(-c5ccccc5)c4=O)cc3n2)cc1	5	1513	7.1	-1	1	-2	7	1	0	-3	-0.0024
CC(C)CC(NC(=O)OC(C)(C)C)c1cn([C@@H](Cc2ccc(O)cc2)C(=O)N2CCN(C(=O)OC(C)(C)C)CC2)nn1 (stereo partly drawn)	1	1579	-0.2	-16	1.2	3	2	3	0	12	nt
COc1ccc(N/N=C(\C=N\O)C(=O)c2ccc(OC)cc2)cc1	2	1540	0.0	38	0.6	7	14	8	3	nt	-2.1
